Screening results as filed in PubChem BioAssay.
TIM10 inh: growth inhibitors of isogenic TIM10 control yeast, primary screen, counter-screen for tim10-1 yeast inhibitor project, luminescence, uHTS; S. cerevisiae TIM10 strain growth, BacTiter-Glo luminescence, 24 h; AID 463195, 2010; inhibition, % at 10 µM; 1.4% of 330,000 active;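 active = inhibition of 40% or more at the single tested concentration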;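 also: wild-type TIM10 isogenic control strain grown at permissive 25 °C; 0% = DMSO yeast wells and 100% = minimal medium wells without yeast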
697 NFkB inh: inhibitors of PMA/ionomycin-induced NF-kB reporter, 697 cells, primary screen, B-cell NF-kB inhibitor project, cell-based, luminescence, uHTS; AID 435022, 2010; inhibition, % at 4 µM; 697 B-cell NF-kB luciferase reporter, 16 h; 0.33% of 330,000 active; in the data active = inhibition above about 35%
CHOP UPR activ: activators of apoptotic CHOP UPR arm, primary screen, cell-based, CHO-CHOP luciferase reporter, luminescence, uHTS; UPR activation; percent of tunicamycin response over DMSO baseline; activation, % at 10 µM; 0.34% of 330,000 active; AID 449763, 2010;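 active = at 10 µM dose, activation of 40% or more, normalized to positive control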;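 also: 100% = tunicamycin at 10 µg/mL and 0% = DMSO alone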
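assay system = CHO CHOP reporter cells | amount = 500 CHO-CHOP cells per well | buffer or medium = F12 with 10% FBS | incubation = 16-18 h cell attachment, then 6 h compound exposure, 37 °C | detection = luminescence read with Steady-Glo | read-out = percent activation relative to tunicamycin control | controls = tunicamycin high control, DMSO low control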
tim10-1 inh: growth inhibitors of tim10-1 mutant yeast, primary screen, luminescence, uHTS; AID 463190, 2010; inhibition, % at 20 µM; S. cerevisiae tim10-1 ts strain growth, BacTiter-Glo, 24 h; 2.2% of 330,000 active;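 active = inhibition of at least 40%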;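 also: mutant grown at 25 °C; 0% = DMSO wells with yeast and 100% = wells holding no yeast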
tim23-1 inh: growth inhibitors of tim23-1 mutant yeast, primary screen, luminescence, uHTS; S. cerevisiae tim23-1 growth, BacTiter-Glo luminescence, 24 h; 1.3% of 330,000 active; inhibition, % at 20 µM;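 active = growth inhibition of the mutant yeast at or above 50%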;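 also: temperature-sensitive mutant grown at 25 °C; plate controls were DMSO-treated mutant yeast for no effect and medium wells lacking yeast for full effect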
XBP1 UPR activ: activators of adaptive XBP1 UPR arm, primary screen, cell-based, CHO-XBP1 luciferase reporter, luminescence, uHTS; IRE1-XBP1 UPR activation; percent of tunicamycin response, DMSO as zero; activation, % at 20 µM; 0.33% of 330,000 active;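 active = versus positive control, 20 µM dose yields 30% or more activation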;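 also: 100% = tunicamycin at 10 µg/mL and 0% = DMSO only wells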
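assay system = CHO-XBP1 luciferase reporter cells | amount = 1000 cells/well | buffer or medium = F12 plus 10% FBS | compound dosing = single point, 20 µM final compound, 1% DMSO | incubation = 16-18 h cell attachment at 37 °C, then 6 h compound exposure | detection = Steady-Glo luminescence read | controls = tunicamycin 10 µg/mL and vehicle-only wells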
Mdm2-MdmX inh: inhibitors of human Mdm2-MdmX association, primary screen, cell-based, luminescence, split luciferase, SaOS-2, uHTS; 3% of 330,000 active; inhibition, % at 8 µM; AID 485346, 2010; SaOS-2 split-luciferase Mdm2/MdmX complementation; Protein Mdm4 (Homo sapiens) + E3 ubiquitin-protein ligase Mdm2 (Homo sapiens), …;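 active = inhibition of at least 50% at 8 µM in the primary screen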
Target sequence (O15151 whole entry, looked up): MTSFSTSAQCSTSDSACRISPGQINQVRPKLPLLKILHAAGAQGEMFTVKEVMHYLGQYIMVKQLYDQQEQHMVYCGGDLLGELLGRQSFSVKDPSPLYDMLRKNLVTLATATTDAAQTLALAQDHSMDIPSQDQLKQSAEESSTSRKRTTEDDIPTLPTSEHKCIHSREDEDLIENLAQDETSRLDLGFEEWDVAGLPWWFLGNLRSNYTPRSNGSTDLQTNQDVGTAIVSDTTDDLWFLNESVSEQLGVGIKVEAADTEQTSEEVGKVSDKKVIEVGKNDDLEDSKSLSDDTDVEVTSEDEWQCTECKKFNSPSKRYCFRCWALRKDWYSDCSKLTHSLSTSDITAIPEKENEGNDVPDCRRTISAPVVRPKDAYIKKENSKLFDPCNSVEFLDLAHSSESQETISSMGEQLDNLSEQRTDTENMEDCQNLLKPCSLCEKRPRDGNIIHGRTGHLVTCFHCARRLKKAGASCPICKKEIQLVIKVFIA
Target sequence (Q00987 whole entry, looked up): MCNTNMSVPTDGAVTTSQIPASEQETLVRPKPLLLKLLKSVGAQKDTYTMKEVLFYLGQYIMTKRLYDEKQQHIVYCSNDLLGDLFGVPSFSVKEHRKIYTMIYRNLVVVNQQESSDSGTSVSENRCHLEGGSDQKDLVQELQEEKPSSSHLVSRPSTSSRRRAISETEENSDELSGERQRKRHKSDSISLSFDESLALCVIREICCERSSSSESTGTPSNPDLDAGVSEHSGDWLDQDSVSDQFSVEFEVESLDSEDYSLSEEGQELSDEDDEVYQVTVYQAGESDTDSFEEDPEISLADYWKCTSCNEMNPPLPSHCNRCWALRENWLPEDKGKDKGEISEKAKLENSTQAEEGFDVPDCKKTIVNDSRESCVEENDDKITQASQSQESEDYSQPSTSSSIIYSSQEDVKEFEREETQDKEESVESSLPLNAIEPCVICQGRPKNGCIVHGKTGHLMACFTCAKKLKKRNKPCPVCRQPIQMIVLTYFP
Jurkat NFkB inh: inhibitors of induced NF-kB luciferase reporter, primary screen, TCR NF-kB activation inhibitor project, cell-based, luminescence, uHTS. Jurkat, PMA/ionomycin-induced NF-kB luciferase reporter. inhibition, % at 4 µM. 0.53% of 330,000 active; in the data active = inhibition above about 50%
Active calls of the source: *. An unsorted share of the library (roughly 6.6% active in at least one column).

SMILES | TIM10 inh | 697 NFkB inh | CHOP UPR activ | tim10-1 inh | tim23-1 inh | XBP1 UPR activ | Mdm2-MdmX inh | Jurkat NFkB inh
CCCc1nc(SCC(=O)N2CCCC2)c2ccccc2n1 | 0 | 10 | -2.0 | 12 | 12 | -3 | -11 | -6
CC(C)[C@H]1COC(NC2=N[C@@H](C(C)C)CO2)=N1 | -32 | 20 | 0.4 | -31 | -63 | -1 | 3 | 11
Cc1ccc(/C=C/S(=O)(=O)NCC(=O)OCC(=O)Nc2c(F)cccc2F)cc1 | -2 | 27 | -0.6 | 7 | -2 | 0 | 14 | -6
COc1ccc(NC(=O)NNC(=O)COc2ccc3cc(Br)ccc3c2)cc1 | 0 | 9 | 2.7 | -11 | -15 | -5 | -4 | 3
O=C(NC1CCCCC1)N1CCc2ccccc21 | 5 | -109 | 1.9 | 24 | 3 | 1 | -65 | -68
COc1ccc(S(=O)(=O)N2CCOCC2)cc1NC(=O)CCNC(=O)c1ccc([N+](=O)[O-])cc1 | -12 | 28 | -0.4 | 7 | 4 | 0 | -6 | 4
COC(=O)C1=C(CSc2nnnn2C)NC(=O)NC1c1cc(C)ccc1C (stereo not drawn) | -4 | 4 | 0.0 | -2 | -23 | 0 | 5 | -11
O=C(c1cc(COc2ccc(F)cc2F)on1)N1CC[C@@H]2CCCC[C@H]2C1 | 23 | -5 | 0.9 | 26 | 22 | -4 | -15 | 2
CCc1noc(C)c1C(=O)NNC(=O)c1cc(OC)cc(OC)c1 | 2 | 11 | -0.2 | -9 | -1 | -4 | 12 | 5
O=C(COC(=O)CCc1c[nH]c2ccccc12)Nc1ccc([N+](=O)[O-])cc1 | 6 | -8 | 2.3 | -5 | -7 | 1 | -21 | 7
Cc1ccc(C(=O)/C=C2/NC(=O)CS2)cc1 | 38 | -23 | 5.0 | 11 | 44 | 2 | -16 | -7
CC(OC(=O)C1CC1C)C(=O)Nc1ccc(Cl)cn1 (stereo not drawn) | -4 | 11 | 1.4 | 15 | 18 | 1 | -18 | 6
O=c1[nH]c(=S)[nH]cc1S(=O)(=O)c1cccc(Cl)c1 | -20 | -2 | 4.3 | 21 | 19 | 4 | -3 | -15
Cc1c(N=C2N=C(NC(=O)Nc3ccc(Cl)cc3)c3ccccc32)c(=O)n(-c2ccccc2)n1C | 4 | 15 | 3.1 | -3 | 6 | 25 | 58* | -4
COC(=O)CCSCC(=O)Nc1cc(C)on1 | 1 | 4 | 0.7 | 11 | 6 | -1 | 4 | 2
CCOC(=O)/C(=N/Nc1ccccc1)c1csc(Nc2ccccc2)n1 | 34 | -10 | 1.4 | 48* | 38 | 6 | 44 | -13
CCc1nn2c(=O)cc(COc3cccc(NC(=O)c4ccco4)c3)nc2s1 | -6 | -12 | -1.0 | 9 | 1 | -2 | 14 | -1
Cc1ccc(C(C(=O)NC2CCCC2)N2CCCCC2)cc1 (stereo not drawn) | 8 | 7 | -1.9 | 17 | 4 | -2 | 16 | 12
Cc1csc(NC(=O)CSc2ccc(-c3ccc(F)cc3)nn2)n1 | -13 | -12 | 2.2 | 1 | -1 | -2 | -12 | 6
Cc1[nH]nc(-c2ccc(O)cc2O)c1-c1ccc(Cl)cc1 | 17 | -12 | -0.8 | 20 | 41 | 0 | 18 | 13

Look-ups from the entries so far.
Result of `CC(OC(=O)C1CC1C)C(=O)Nc1ccc(Cl)cn1` (stereo not drawn) in CHOP UPR activ: 1.4
Result of `Cc1csc(NC(=O)CSc2ccc(-c3ccc(F)cc3)nn2)n1` in XBP1 UPR activ: -2
Result of `Cc1ccc(C(=O)/C=C2/NC(=O)CS2)cc1` in 697 NFkB inh: -23
Result of `Cc1[nH]nc(-c2ccc(O)cc2O)c1-c1ccc(Cl)cc1` in XBP1 UPR activ: 0
Result of `CCOC(=O)/C(=N/Nc1ccccc1)c1csc(Nc2ccccc2)n1` in XBP1 UPR activ: 6
Result of `COC(=O)CCSCC(=O)Nc1cc(C)on1` in Jurkat NFkB inh: 2

New compounds follow
SMILES | TIM10 inh | 697 NFkB inh | CHOP UPR activ | tim10-1 inh | tim23-1 inh | XBP1 UPR activ | Mdm2-MdmX inh | Jurkat NFkB inh
COc1cccc(CNC(=O)COC(=O)CCCNC(=O)c2ccc(Cl)cc2)c1 | -8 | 9 | 0.3 | -9 | 8 | -3 | 20 | -6
COc1ccc(C(=O)CC(CC(=O)c2ccc(OC)cc2)C(=O)O)cc1 | 0 | 13 | -0.3 | 6 | 15 | 2 | -8 | 10
CC(C)=NN1C(=O)c2ccccc2NC1(C)C | -11 | 12 | 1.5 | -18 | -5 | 2 | -6 | -1
O=C(O)c1ccccc1Nc1ccc2nonc2c1[N+](=O)[O-] | 4 | 8 | -0.3 | 26 | 15 | -6 | 7 | -16
CCCCc1nnc(NC(=O)COc2ccc3c(C)cc(=O)oc3c2)s1 | -1 | 16 | -0.1 | -18 | -25 | -1 | 8 | -2
CC(=O)Nc1ccc(/C=N/NC(=S)NC(C)C)cc1 | 10 | 16 | 0.9 | 10 | 7 | 0 | -24 | 12
Cc1ccccc1-n1ncc2c(SCC(=O)NC3CCCC3)ncnc21 | -21 | -20 | 1.9 | 10 | 10 | -5 | 17 | 12
Brc1c(-c2ccc3c(c2)OCO3)nc2ncccn12 | 18 | -16 | 6.4 | 36 | 15 | 1 | -1 | -31
COc1ccc(C2C3=C(CCCC3=O)Nc3nc(C(F)(F)F)nn32)c(OC)c1OC (stereo not drawn) | -6 | 10 | -1.5 | 19 | 13 | -3 | -22 | -30
CC(=O)N1CCN(C2=Nc3cccc4cccc2c34)CC1 | -4 | 19 | -2.5 | -1 | -5 | -1 | -17 | 6
COc1cccc(-c2nc(NCc3cccnc3)c3ccccc3n2)c1O | -22 | 11 | 2.9 | -19 | -14 | 13 | -7 | -38
Cc1ccc(C2CC(C(F)(F)F)n3nc(C(=O)Nc4c(C)n(C)n(-c5ccccc5)c4=O)cc3N2)cc1 (stereo not drawn) | -7 | 9 | -0.1 | 9 | 0 | -3 | 13 | 7
CCCCOc1ccc(C(=O)OCC(=O)Nc2cc(C)c(C)cc2[N+](=O)[O-])cc1 | 3 | -1 | -1.7 | 14 | -3 | 3 | -3 | -1
CC(C)c1nc(CNC(=O)CC2C(=O)NCCN2Cc2cccc(F)c2F)cs1 (stereo not drawn) | 15 | -2 | 0.2 | 23 | 10 | -6 | 2 | -4
COc1cc(NC(=O)CCNS(=O)(=O)c2cc(Br)cnc2N)cc(OC)c1 | -1 | 0 | 0.3 | -18 | -12 | -6 | 13 | 13
CC(C)CC1Nc2ncnc(N3CCCCC3)c2N(Cc2ccc(Br)cc2)C1=O (stereo not drawn) | 38 | 5 | -1.1 | 41* | 37 | 1 | 19 | -8
CN(C(=O)CCNC(=O)Cn1cnc2ccccc2c1=O)c1ccc(F)cc1 | -2 | 21 | -0.2 | 0 | 0 | -5 | 6 | 7
O=C(Cc1ccccc1)NC(=S)Nc1cccc(C(F)(F)F)c1 | 39 | -13 | -0.9 | 28 | 42 | -1 | -7 | 9
O=C(O)C1C2C=CC(C2)C1C(=O)NCc1ccco1 (stereo not drawn) | 9 | 13 | -0.7 | 2 | 11 | -1 | -2 | 8
COc1ccc(NC(C)C(=O)Nc2cc(C(F)(F)F)ccc2N2CCOCC2)c(OC)c1 (stereo not drawn) | 41* | -13 | -2.2 | 28 | 33 | -1 | 57* | -7
COC(=O)C(C)Sc1nnc2n(-c3cccc(C)c3)c(=O)c3c4c(sc3n12)CCCC4 (stereo not drawn) | 1 | 10 | 1.0 | -10 | 8 | 0 | 15 | 6
C=CCN(CC=C)CCCOc1ccc(C)cc1OC | 9 | -34 | -2.5 | 13 | 16 | -1 | 3 | -2
COc1cccc(NC(=S)NN2CCN(C)CC2)c1 | -1 | -73 | 0.5 | 8 | 23 | -3 | 18 | -46
CCCCN(C(=O)c1ccc(C)o1)c1c(N)n(CCCC)c(=O)[nH]c1=O | -2 | 12 | -1.0 | 8 | -5 | -5 | -4 | 9
CC(=O)Nc1ccc(Nc2cc(C)nc(Nc3ccc(NC(C)=O)cc3)n2)cc1 | 16 | -15 | 1.3 | 3 | 9 | -3 | 0 | -8
O=C1C=C(c2ccc3[nH]ccc3c2)CCC1 | 2 | -84 | 5.5 | 24 | 27 | 9 | -44 | -85
Cc1csc(NC(=O)CS(=O)(=O)Cc2ccccc2)n1 | 7 | 11 | 2.2 | 11 | 2 | 4 | 1 | 5
CC1CCCN(CCOCCOc2ccc(Br)cc2Cl)C1 (stereo not drawn) | -24 | -25 | -0.1 | -22 | 16 | -2 | 9 | 6
CCCCn1c(N)c(N(Cc2ccccc2OC)C(=O)CN2C(=O)NC3(CCCC3)C2=O)c(=O)[nH]c1=O | 5 | 18 | 0.0 | 11 | -1 | 3 | 4 | -14
CCOc1cc(/C=N/NC(=O)c2cc(C)[nH]n2)ccc1OC(=O)c1ccc([N+](=O)[O-])cc1 | 10 | 15 | 1.6 | 6 | -2 | -1 | 12 | -5

Single records (already shown). Order of values: TIM10 inh | 697 NFkB inh | CHOP UPR activ | tim10-1 inh | tim23-1 inh | XBP1 UPR activ | Mdm2-MdmX inh | Jurkat NFkB inh
Shown for CCCCN(C(=O)c1ccc(C)o1)c1c(N)n(CCCC)c(=O)[nH]c1=O : -2 | 12 | -1.0 | 8 | -5 | -5 | -4 | 9
Shown for Cc1csc(NC(=O)CS(=O)(=O)Cc2ccccc2)n1 : 7 | 11 | 2.2 | 11 | 2 | 4 | 1 | 5

Additional entries follow.
SMILES | TIM10 inh | 697 NFkB inh | CHOP UPR activ | tim10-1 inh | tim23-1 inh | XBP1 UPR activ | Mdm2-MdmX inh | Jurkat NFkB inh
COc1cc([C@@H]2CC=C(C(=O)O)[C@H](c3cccc(Cl)c3)N2S(=O)(=O)c2ccc(C)cc2)cc(OC)c1OC | -4 | 3 | -1.4 | 21 | 7 | -3 | 12 | 3
Nc1nc(SCc2ccccc2)[nH]c(=O)c1-c1ccccc1 | 30 | -125 | 3.1 | 26 | 31 | 1 | -40 | -25
Cc1nc2c(cc(Oc3ccc(S(=O)(=O)N4CCOCC4)cn3)c3ccsc32)s1 | 28 | -50 | 4.5 | 32 | 30 | 2 | -12 | -9
Cc1ccc(C)c(OCC(=O)O/N=C(\N)c2cccc([N+](=O)[O-])c2)c1 | 22 | 3 | 0.6 | 31 | 28 | -2 | -2 | 6
O=S(=O)(Nc1cccnc1)c1cccc(Cl)c1 | 0 | 21 | -0.3 | 3 | -5 | -4 | 14 | 9
COc1ccccc1CCC(=O)Nc1ncc(C)s1 | 25 | 0 | 1.3 | -19 | 8 | 3 | -18 | -2
CC1(C)CC(N2CN(C3CCCCC3)CC2=O)CC(C)(C)N1 | -11 | 1 | -3.0 | -1 | -4 | -4 | 4 | -3
CN(Cc1ccccc1)S(=O)(=O)c1ccc2c(c1)CCC(=O)N2 | 9 | -6 | -0.5 | -26 | -8 | -2 | 16 | -12
O=C(NC(=S)Nc1cc(Cl)ccc1N1CCOCC1)c1ccccc1[N+](=O)[O-] | 45* | -14 | 2.0 | 51* | 56* | 0 | 24 | 8
Cc1cc(C)cc(NC(=O)[C@H](NC(=O)[C@@H]2Cc3ccccc3CN2)c2ccccc2)c1 | 6 | -31 | 0.9 | 7 | 10 | -2 | 9 | 1
